From PubChem BioAssay
ARFGAP1 inh – inhibits rat ARF GTPase activating protein 1 | hit rate 0.26% among 360,000 | inhibition, % at 16.5 µM | Arfgap1-stimulated ARF1 GTP hydrolysis, GDP FP detection | AID 651572;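 active = inhibition above a per-plate limit, mean inhibition of low control wells plus 3 SD, cut at about 25% in these data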;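 note: 0% = DMSO wells with enzyme and 100% = wells lacking Arfgap1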
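Material – truncated rat Arfgap1 GAP domain · Buffer or medium – HEPES-based buffer, pH 7.5 · Reagent – human ARF1(Δ1-17)-GTP substrate · Dosing – 16.5 µM single point, 1.26% DMSO · Schedule – GTP hydrolysis reaction 2 h at 25 °C · Technique – GDP detection by fluorescence polarization · Benchmarks – No-Arfgap1 wells (100%) versus DMSO full-reaction wells (0%) · Repeats – single replicate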
PLCg1 inh – inhibitors of human phospholipase C gamma1. hit rate 0.84% among 370,000. AID 720700. purified PLC-gamma1, fluorogenic substrate, fluorescence. P19174. inhibition, % at 12.2 µM; in the data active = inhibition above about 9.5%
DDE Tn7 FP inh – DD(E)-Tn7 binding inhibition, primary FP screen. P02675. FP displacement of FITC-Tn7 peptide from fibrin DD(E); 0% = median of compound wells per plate. inhibition, % at 8.3 µM. hit rate 0.13% among 370,000;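 active = inhibition above the mean of compounds falling within the control limits plus 3 SD of them, cut at about 14% in these data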;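 note: 0% = plate median of compound wells and 100% = 10 µM Aha-Tn7 peptide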
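Assay system: Human clot-derived fibrin DD(E) complex | Buffer or medium: Tris/NaCl/CaCl2 buffer, pH 7.8 | Repeats: One replicate per compound | Benchmarks: Aha-Tn7 high control | Measure: % inhibition scaled between sample-field median and high-control FP | Schedule: 10 min plus 3 h, room temperature | Signal: Fluorescence polarization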
MBD2 inh – inhibitors of human MBD2 binding to methylated oligonucleotide | inhibition, % at 4.4 µM | TR-FRET | hit rate 0.31% among 370,000 | Q9UBB5; in the data active = inhibition above about 13%
Target sequence (Q9UBB5 whole entry, looked up): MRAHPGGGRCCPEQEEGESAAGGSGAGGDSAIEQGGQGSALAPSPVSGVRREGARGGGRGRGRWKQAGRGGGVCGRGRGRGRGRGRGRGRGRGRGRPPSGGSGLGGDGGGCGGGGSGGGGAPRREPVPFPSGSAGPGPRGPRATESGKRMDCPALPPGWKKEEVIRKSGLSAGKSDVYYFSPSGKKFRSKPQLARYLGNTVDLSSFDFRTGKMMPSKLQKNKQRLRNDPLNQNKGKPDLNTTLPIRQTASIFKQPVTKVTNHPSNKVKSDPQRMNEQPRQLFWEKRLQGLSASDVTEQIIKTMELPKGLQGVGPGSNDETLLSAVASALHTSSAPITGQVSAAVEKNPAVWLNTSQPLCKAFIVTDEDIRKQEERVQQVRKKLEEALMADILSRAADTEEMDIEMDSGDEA
Tn6 DDE FP – DD(E)-Tn6 binding inhibition, primary FP screen; Fibrin DD(E) TRITC-Tn6 fluorescence polarization displacement; hit rate 0.21% among 370,000; inhibition, % at 8.3 µM;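 active = inhibition above a per-campaign cutoff: mean of compounds within control limits plus 3 SD, cut at about 15% in these data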;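 note: 0% = median of all compound wells on the plate and 100% = blocking peptide control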
KLK7 zymogen act – activators of human kallikrein-7 zymogen | P49862 | purified proKLK7, EDANS-DABCYL substrate fluorescence; 100% is mature enzyme control, 0% vehicle | activation, % at 7 µM | hit rate 0.9% among 370,000 | AID 652039;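 active = activation above the mean of all tested compounds plus 3 SD, computed per campaign excluding outliers beyond control limits, cut at about 13% in these data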
Target sequence (P49862 whole entry, looked up): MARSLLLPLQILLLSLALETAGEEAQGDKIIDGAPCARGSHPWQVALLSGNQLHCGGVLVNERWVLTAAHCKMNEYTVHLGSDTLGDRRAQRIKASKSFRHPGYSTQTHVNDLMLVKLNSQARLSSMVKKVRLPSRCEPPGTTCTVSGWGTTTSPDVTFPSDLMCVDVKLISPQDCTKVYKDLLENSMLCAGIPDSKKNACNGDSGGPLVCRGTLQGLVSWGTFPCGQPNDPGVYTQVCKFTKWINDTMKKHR
UHRF1 MBD2 ctr – blocks human UHRF1 binding to methylated DNA; hit rate 0.75% among 370,000; Q96T88; inhibition, % at 4.4 µM; UHRF1 binding to methylated oligo, TR-FRET; AID 687016; in the data active = inhibition above about 21%;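 note: UHRF1 SRA domain binding a hemimethylated CpG hairpin DNA probe; 0% = median of test compound wells and 100% = reference inhibitor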
PLCb3 inh – PLC-beta3 (human) inhibition, primary screen; Q01970; Purified PLC-beta3, fluorogenic substrate, fluorescence; inhibition, % at 12.2 µM; hit rate 0.18% among 370,000; AID 720704; in the data active = inhibition above about 11%;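 note: 0% = median of compound wells on plate and 100% = full blocker control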
ADAM17 inh – ADAM17 inhibition, QFRET primary screen; AID 720648; hit rate 0.83% among 370,000; inhibition, % at 6.95 µM; recombinant ADAM17, EDANS/DABCYL FRET peptide cleavage;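 active = inhibition above the mean of compounds lying between control limits plus 3 SD, set per campaign, cut at about 8.5% in these data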;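 note: 0% = DMSO-only wells as the low control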
ASAP1 inh – blocks human ASAP1-stimulated Arf1 GTP hydrolysis; Q9ULH1; GDP FP detection; inhibition, % at 16.5 µM; hit rate 0.19% among 360,000; AID 624377; in the data active = inhibition above about 25%;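 note: 0% = vehicle with enzyme and substrate and 100% = no enzyme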
Target sequence (Q9ULH1 325-724 limits assumed): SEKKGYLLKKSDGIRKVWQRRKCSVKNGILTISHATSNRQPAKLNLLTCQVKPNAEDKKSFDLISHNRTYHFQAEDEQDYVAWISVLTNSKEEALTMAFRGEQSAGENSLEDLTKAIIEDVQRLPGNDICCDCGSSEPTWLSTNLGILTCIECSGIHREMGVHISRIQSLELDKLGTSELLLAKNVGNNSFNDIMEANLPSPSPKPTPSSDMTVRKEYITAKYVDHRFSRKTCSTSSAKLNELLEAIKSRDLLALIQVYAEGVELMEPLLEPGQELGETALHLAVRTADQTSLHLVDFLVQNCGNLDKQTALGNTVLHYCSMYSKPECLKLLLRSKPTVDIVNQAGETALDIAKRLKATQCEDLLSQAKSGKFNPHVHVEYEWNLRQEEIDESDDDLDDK
* marks the source's active call; other numbers are inactive results.

SMILES	ARFGAP1 inh	PLCg1 inh	DDE Tn7 FP inh	MBD2 inh	Tn6 DDE FP	KLK7 zymogen act	UHRF1 MBD2 ctr	PLCb3 inh	ADAM17 inh	ASAP1 inh
COc1ccc(NC(=O)c2[nH]c(C)c(C(C)=O)c2C)cc1S(=O)(=O)N1CCOCC1	2	-1	10	4	-1	0.2	1	1	-3	-4
CCN(CC)CCNCC(=O)Nc1ccc(Oc2ccccc2)cc1	-2	8	-1	-9	-6	-0.1	-2	0	2	-2
O=C(NCCO)c1cccc(S(=O)(=O)N2CCCCC2)c1	-3	2	-2	1	-3	-0.2	2	0	-4	-5
Cc1cccc(C)c1OCc1cc(C(=O)N2CCN3CCCC3C2)no1 (stereo unspecified)	-7	-1	0	0	9	0.7	-3	-4	-1	-13
COc1ccccc1/C=C/C(=O)N1CCC(c2ccccc2)C1 (stereo unspecified)	7	-5	2	-7	-6	-0.8	-3	-8	-6	-2
COc1ccc(S(=O)(=O)N2CCN(C(=O)CCSc3ccccc3)CC2)cc1	-7	2	9	2	-1	0.2	0	-4	0	-7
COc1cccc(Sc2cc(N3CCOCC3)nc(-c3ccccc3)n2)c1	7	2	-7	-5	-2	0.0	0	4	2	8
N#Cc1ccsc1NC(=O)CN1CCCCC1	13	-7	-1	-4	7	0.2	-2	-5	-7	-9
COC(=O)CCC(=O)N1CCCC(CO)(Cc2ccccc2F)C1 (stereo unspecified)	-3	-1	7	0	1	0.3	0	-3	-2	-2
CCC(=O)c1c(NCCc2ccccc2)cc(C)oc1=O	-1	1	-2	-3	0	0.1	0	1	4	1
COCCNC(=O)Cn1cc(S(=O)(=O)N2CCN(c3ccccc3F)CC2)c2ccccc2c1=O	-18	0	5	2	4	0.7	6	1	-1	3
Cc1ccc(NC(=O)CSc2nnc3ccc(-c4cccnc4)nn23)cc1	2	-21	0	1	1	0.5	0	-8	1	-1
Cc1cc(OCc2cc(C(=O)NCc3csc(C(C)C)n3)no2)cc(C)c1Cl	6	-2	1	-6	-1	0.0	-1	-11	6	-17
COc1ccccc1C(CC(=O)Nc1ccc(C)c(C)c1)c1ccc(OC(C)C)cc1 (stereo unspecified)	-9	1	6	-6	0	1.0	1	-1	-3	11
CN[C@H](CC(=O)O)C(=O)O	10	0	-4	-5	10	-0.1	3	1	-4	-5
O=c1[nH]c(NNC(=S)NC2CCCCC2)nc2c1C1(CCCC1)Cc1ccccc1-2	-7	-11	1	1	0	0.6	-3	-29	-8	6
CC(=O)c1cccc(NC(=O)C(OC(=O)c2ccccc2NS(=O)(=O)c2cccs2)c2ccccc2)c1 (stereo unspecified)	13	-22	-1	-5	-2	-1.6	4	-26	10*	8
Cc1cc(C)n(-c2nncn2/N=C/c2ccccc2F)n1	7	-1	0	-7	9	0.4	2	3	-4	6
O=C(c1cc(-c2cccs2)nc2ccccc12)N1CCN(S(=O)(=O)c2cccc(F)c2)CC1	0	-186	2	6	2	-19	2	-255	-200	-15
O=C(CCCn1c(=O)c2sccc2n(CC(=O)NCc2ccco2)c1=O)NCc1ccco1	1	0	-4	-6	1	-0.2	4	1	-4	12
CC(C)CN(C(=O)CC1OC(=O)c2ccccc21)c1c(N)n(Cc2ccccc2)c(=O)[nH]c1=O (stereo unspecified)	4	-1	-3	-5	2	0.2	1	-6	-1	-6
Cc1ccc(Nc2nc(-c3ccccc3)cs2)nc1	11	5	-1	-3	-7	-0.5	0	-6	6	1
CC(=O)NCCc1nc2cc(NS(=O)(=O)c3ccc(Cl)cc3)ccc2n1C	0	-1	-3	5	-3	0.0	1	-6	-3	-3
CCCC1S/C(=N/N=C/c2ccco2)NC1=O (stereo unspecified)	-10	4	-1	-3	-1	0.7	0	0	0	2
CCOC(=O)c1c(-c2ccc(C)o2)csc1NC(=O)CSc1nncs1	3	1	-1	-1	0	0.6	-2	1	-3	2
O=C(NCC1CCCO1)C(c1ccncc1)N(Cc1cccs1)C(=O)CN1C(=O)c2ccccc2S1(=O)=O (stereo unspecified)	1	-2	-6	-3	7	0.0	0	-2	-1	9
Cc1onc(-c2ccccc2)c1C(=O)NC(=S)NNC(=O)c1ccc(O)cc1	-2	3	4	1	-6	0.2	-5	0	0	6
CCOP(=O)(OCC)C(Nc1ccc(F)cc1)c1ccccc1 (stereo unspecified)	-2	-1	1	1	3	0.5	-6	-4	0	-13
Cc1ccc(/C=C(\C#N)C(=O)NC(C)c2ccccc2)o1 (stereo unspecified)	-3	0	4	0	6	0.2	-2	-8	-1	-20
CCOC(=O)/C(C#N)=C1/SC(CC)C(=O)N1c1ccc(Br)cc1 (stereo unspecified)	-10	6	3	1	-3	0.0	2	-1	2	-7

Entries shown so far containing fluorine (five):
SMILES	ARFGAP1 inh	PLCg1 inh	DDE Tn7 FP inh	MBD2 inh	Tn6 DDE FP	KLK7 zymogen act	UHRF1 MBD2 ctr	PLCb3 inh	ADAM17 inh	ASAP1 inh
COC(=O)CCC(=O)N1CCCC(CO)(Cc2ccccc2F)C1 (stereo unspecified)	-3	-1	7	0	1	0.3	0	-3	-2	-2
COCCNC(=O)Cn1cc(S(=O)(=O)N2CCN(c3ccccc3F)CC2)c2ccccc2c1=O	-18	0	5	2	4	0.7	6	1	-1	3
Cc1cc(C)n(-c2nncn2/N=C/c2ccccc2F)n1	7	-1	0	-7	9	0.4	2	3	-4	6
O=C(c1cc(-c2cccs2)nc2ccccc12)N1CCN(S(=O)(=O)c2cccc(F)c2)CC1	0	-186	2	6	2	-19	2	-255	-200	-15
CCOP(=O)(OCC)C(Nc1ccc(F)cc1)c1ccccc1 (stereo unspecified)	-2	-1	1	1	3	0.5	-6	-4	0	-13

3 compounds picked at random from those above:
SMILES	ARFGAP1 inh	PLCg1 inh	DDE Tn7 FP inh	MBD2 inh	Tn6 DDE FP	KLK7 zymogen act	UHRF1 MBD2 ctr	PLCb3 inh	ADAM17 inh	ASAP1 inh
Cc1cc(C)n(-c2nncn2/N=C/c2ccccc2F)n1	7	-1	0	-7	9	0.4	2	3	-4	6
O=C(CCCn1c(=O)c2sccc2n(CC(=O)NCc2ccco2)c1=O)NCc1ccco1	1	0	-4	-6	1	-0.2	4	1	-4	12
CC(=O)NCCc1nc2cc(NS(=O)(=O)c3ccc(Cl)cc3)ccc2n1C	0	-1	-3	5	-3	0.0	1	-6	-3	-3

(listing goes on)
SMILES	ARFGAP1 inh	PLCg1 inh	DDE Tn7 FP inh	MBD2 inh	Tn6 DDE FP	KLK7 zymogen act	UHRF1 MBD2 ctr	PLCb3 inh	ADAM17 inh	ASAP1 inh
COc1ccc(C(=O)NCC(=O)OCC(=O)Nc2sccc2C#N)cc1OC	-1	-5	2	0	4	-0.3	0	-4	-1	4
Cc1ccccc1NC1=NC(=S)N(c2ccccc2)C12CCOC(C)(C)C2 (stereo unspecified)	13	5	-3	-4	-3	0.3	1	4	-4	9
Oc1ccccc1-c1nc2ccccc2nc1-c1ccccc1	0	0	3	1	-1	0.1	0	-4	1	-7
Cc1ccc(C2=N/C(=C\c3cccs3)C(=O)N2Nc2ccccc2)cc1	-6	2	2	2	4	0.6	2	0	-4	4
CCOC(=O)C1=C[C@@H](C(C)(C)C)N(S(=O)(=O)c2ccc(C)cc2)[C@H]1c1ccc(OC)cc1	4	2	-2	-1	7	0.2	-1	1	8	-8
CC(N=C1NC(C)(C)Cc2ccccc21)C(=O)O (stereo unspecified)	6	5	-10	1	-8	0.1	3	7	4	-2
CC(=O)c1cc(NC(=O)c2ccccc2)c(=O)oc1/C=C/N(C)C	3	-28	-6	-4	-8	0.5	-4	-30	2	-3
C=CC[C@H](CC(=O)N(CCO)Cc1ccccc1)C(=O)N[C@@H](COC(=O)[C@@H](CC=C)CC(=O)OC(C)(C)C)Cc1c[nH]c2ccccc12	13	6	-8	0	3	0.5	1	12*	21*	7
Cc1ccc(C2CC(=O)Nc3sc(C(N)=O)c(N)c32)cc1 (stereo unspecified)	0	-2	2	-5	4	0.4	-6	-1	-3	0
CN(C)S(=O)(=O)c1cccc(NC(=O)COC(=O)/C=C/c2ccc(Br)o2)c1	-2	-3	0	1	7	-0.2	0	-12	-3	-3
CCC1CCc2c(sc(N)c2C(N)=O)C1 (stereo unspecified)	-5	-43	0	1	-8	-1.0	1	-41	-7	-9
O=C(C=C1NCCN1)c1ccccc1	-1	0	5	-1	4	-0.1	-3	-4	1	-9
CCCc1cc(C(=O)Nc2cc(Br)ccc2O)no1	2	2	5	1	6	0.2	-2	-1	0	1
O=[n+]1c2c(n([O-])c3cc(F)c(F)cc31)CCCC2	10	-6	3	-5	3	-0.7	-1	-7	-1	-16
CS(=O)(=O)N1CCc2cc(C(=O)Nc3ccc(COCC(F)(F)F)cc3)ccc21	5	-1	-3	0	4	0.2	-1	-6	1	9

Gathered by group: those above containing a cyano group
SMILES	ARFGAP1 inh	PLCg1 inh	DDE Tn7 FP inh	MBD2 inh	Tn6 DDE FP	KLK7 zymogen act	UHRF1 MBD2 ctr	PLCb3 inh	ADAM17 inh	ASAP1 inh
N#Cc1ccsc1NC(=O)CN1CCCCC1	13	-7	-1	-4	7	0.2	-2	-5	-7	-9
Cc1ccc(/C=C(\C#N)C(=O)NC(C)c2ccccc2)o1 (stereo unspecified)	-3	0	4	0	6	0.2	-2	-8	-1	-20
CCOC(=O)/C(C#N)=C1/SC(CC)C(=O)N1c1ccc(Br)cc1 (stereo unspecified)	-10	6	3	1	-3	0.0	2	-1	2	-7
COc1ccc(C(=O)NCC(=O)OCC(=O)Nc2sccc2C#N)cc1OC	-1	-5	2	0	4	-0.3	0	-4	-1	4

Going on with the list:
SMILES	ARFGAP1 inh	PLCg1 inh	DDE Tn7 FP inh	MBD2 inh	Tn6 DDE FP	KLK7 zymogen act	UHRF1 MBD2 ctr	PLCb3 inh	ADAM17 inh	ASAP1 inh
COc1ccc(CCNC(=O)C2CCN(C(=O)c3ccc(C(C)(C)C)cc3)CC2)cc1OC	6	-1	7	1	5	0.6	2	-5	-1	6
CCOC(=O)N1CCN(C(=S)NC(=O)c2c(-c3c(Cl)cccc3Cl)noc2C)CC1	7	0	-8	2	-2	0.0	-4	4	0	3
O=c1c2ccccc2nc(SCCN2CCCCC2)n1CCc1ccccc1	10	1	-2	-2	-3	0.6	-7	5	0	-3
CCOc1ccc(NC(=O)CN(C)C(=O)c2c(-c3ccccc3Cl)noc2C)cc1OCC	9	3	-4	4	3	0.4	5	-5	-1	4
Nc1nc2sc3c(c2cc1C(=O)NCC(=O)O)CCCC3	9	-114	-3	-6	7	-1.0	-1	-154	-4	-2
CN(C)Cc1c(C(=O)N/N=C/c2ccccc2OCc2c(F)cccc2Cl)nnn1-c1nonc1N	5	4	1	-3	-2	-0.3	-3	-3	3	4
